Screening results as filed in PubChem.
Tau ThT inhib – blocks human tau fibril formation measured by thioflavin T. P10636. recombinant tau K18 P301L, heparin-induced fibrillization, ThT fluorescence. Potency, µM (highest dose often 57.4 µM), without a hit: at the top dose activity, negative = inhibition, actives largely listed as inhibitors. 270,000 tested, 2.1% active; also: % is scaled to controls: 0 for no effect and ±100 for the full control effect; nearly all actives have a fitted effect of over 55% in size
Target sequence (P10636 561-689 P618L limits assumed): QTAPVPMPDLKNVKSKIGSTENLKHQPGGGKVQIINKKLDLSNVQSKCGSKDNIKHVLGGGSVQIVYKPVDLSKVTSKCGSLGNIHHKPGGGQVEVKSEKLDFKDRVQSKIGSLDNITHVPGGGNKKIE
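Heparin-induced fibrillization of the P301L-mutant K18 repeat-domain fragment of human tau was followed by ThT binding in quantitative high-throughput format.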
HTT ATP protect – cytoprotection in Huntington HTT-Q103 PC12 cell model. PC12 HTT-Q103 induced, cytoprotection, ATP luminescence, 40 h. Potency, µM (doses to about 56.4 µM), without a hit: cytoprotection (ATP increase), hits mostly activators. 230,000 tested, 0.14% active. AID 1471;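 also: % of control where 0% means no effect; nearly all actives have a fitted effect of over 45% in size; toxic huntingtin expression switched on by the ecdysone agonist tebufenozide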
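Quantitative HTS on tebufenozide-induced (100 nM) PC12 cells expressing HTTQ103 exon 1–GFP; compounds tested as a concentration series; survival measured via cellular ATP.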
RECQ1 inh – blocks DNA unwinding by human RECQ1 | P46063 | RECQ1 DNA unwinding, red fluorescence kinetic read | Potency, µM (doses to about 57.3 µM), for inactives: top-dose activity, negative = inhibition, usual class: inhibitors | 240,000 tested, 0.54% active;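 also: plate controls were vehicle for no effect and no enzyme for full effect; nearly all actives have a fitted effect of over 30% in size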
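RECQ1T1 50 nM; forked duplex (20 bp + 30-nt ss tails) 200 nM, ATP 2 mM final; pH 8.0, 2 mM MgCl2, 2.5 ug/ml poly(dI-dC); 15 min compound preincubation; discontinuous kinetic read over 2 h at RT.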
Tau fluor cs – counter-screen for tau fibril formation inhibitors | Potency, µM (titrated, usually from 57.7 µM), for the others: at the highest dose activity change, negative = decrease | 280,000 tested, 0.93% active | AID 1463 | tau K18 P301L (four-repeat tau fragment) Alexa594 fluorescence, heparin fibrillization; also: % is scaled to controls: 0 for no effect and ±100 for the full control effect; nearly all actives have a fitted effect of over 55% in size
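Human K18 P301L tau (15 uM unlabeled plus 0.24 uM Alexa 594-labeled, final) in 100 mM sodium acetate pH 7 was mixed with compound and 20 uM heparin and incubated 6 hr at 37 C.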
TRb SRC2 PPI – disrupts binding of human TR beta to SRC2; P10828; TRbeta-SRC2 peptide binding, fluorescence polarization; receptor liganded with 1 µM T3; Potency, µM (series often up to 106 µM), without a hit: at the highest dose activity change, negative = inhibition, hits mostly inhibitors; 280,000 tested, 0.065% active;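 also: plate controls were bound peptide for no effect and peptide without receptor for full effect; nearly all actives have a fitted effect of over 50% in size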
Target sequence (P10828 whole entry, looked up): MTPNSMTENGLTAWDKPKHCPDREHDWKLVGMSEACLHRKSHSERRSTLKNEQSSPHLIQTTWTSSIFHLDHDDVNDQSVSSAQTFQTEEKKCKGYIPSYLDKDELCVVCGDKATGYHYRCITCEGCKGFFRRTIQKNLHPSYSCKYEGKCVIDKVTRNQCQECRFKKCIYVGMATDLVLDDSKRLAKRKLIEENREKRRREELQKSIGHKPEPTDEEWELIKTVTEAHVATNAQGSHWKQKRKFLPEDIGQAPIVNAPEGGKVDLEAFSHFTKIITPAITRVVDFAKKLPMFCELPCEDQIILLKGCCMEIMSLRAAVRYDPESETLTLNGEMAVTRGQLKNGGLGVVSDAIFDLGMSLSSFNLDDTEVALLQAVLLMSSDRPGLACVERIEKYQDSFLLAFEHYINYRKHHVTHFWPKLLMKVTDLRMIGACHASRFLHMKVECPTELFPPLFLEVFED
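Human TRb LBD (0.6 uM) plus Texas Red-labeled SRC2 peptide (20 nM), 1uM T3, 5% DMSO, 5 hr at ambient temperature. Decreased polarization (555/632 nm) flags inhibition; data normalized to free and bound peptide controls.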
TR SRC2 fluor cs – alters Texas Red total fluorescence, flagging assay interference. TRb/SRC2 Texas Red total fluorescence interference. Potency, µM (series often up to 106 µM), without a hit: at the top dose fluorescence change, negative = quenching. 280,000 tested, 0.29% active; active = well fitted curve in either direction with a large enough effect; inconclusive = small, poorly fitted or top-dose-only effect; also: % is scaled to controls: 0 for no effect and ±100 for the full control effect
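Human TRb ligand-binding domain at 0.6 uM with 20 nM Texas Red SRC2 peptide in Tris buffer containing 1 uM T3 and 5% DMSO, incubated with compound 5 h at ambient temperature. Total fluorescence (555/632 nm) calculated as parallel + 2 × perpendicular.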
Tau FP inhib – inhibitors of human tau fibril formation | P10636 | K18 P301L tau heparin fibrillization, Alexa594 FP, 6 h | Potency, µM (titrated, usually from 57.7 µM), inactives show at the top dose activity, negative = inhibition, actives largely listed as inhibitors | 280,000 tested, 0.39% active | AID 1468; also: % is scaled to controls: 0 for no effect and ±100 for the full control effect; nearly all actives have a fitted effect of over 55% in size
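Human tau K18 […] P301L fragment, 15 uM unlabeled plus 0.24 uM Alexa 594-labeled tau (final), with compound and 20 uM heparin in 100 mM sodium acetate pH 7; 6 hr at 37 C, then Alexa 594 FP read.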
L3MBTL1 block – inhibitors of human L3MBTL1; AlphaScreen L3MBTL1–H3K9me1 peptide binding; Potency, µM (series often up to 57.1 µM), without a hit: top-dose activity, negative = inhibition, most hits filed as inhibitors; Q9Y468; 230,000 tested, 0.66% active; also: % is scaled to controls: 0 for no effect and ±100 for the full control effect; nearly all actives have a fitted effect of over 60% in size
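AlphaScreen proximity signal between nickel-chelate acceptor and streptavidin donor beads (final 10 ug/mL) reports binding of 50 nM L3MBTL1 to 75 nM biotin-H3 K9me1 peptide; complex incubated with compounds 30 min at room temperature; cefsulodin titration as control.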
* = called active by the depositor; i = inactive; u = inconclusive; x = no result given; & = joins results of further samples; [ ] = remark or other dose. Unless noted, calls follow the shape of the dose curve; as a rule, active = well fitted curve in the direction sought with a large enough effect; inconclusive = small, poorly fitted or top-dose-only effect, or another doubt; inactive = no such curve, though single readings can be large; an effect the other way counts as inactive or inconclusive. Potency is read from the fitted curve at half-maximal effect. A portion of the library, so the mix of outcomes need not match the whole.

SMILES | Tau ThT inhib | HTT ATP protect | RECQ1 inh | Tau fluor cs | TRb SRC2 PPI | TR SRC2 fluor cs | Tau FP inhib | L3MBTL1 block
CCOC(=O)c1ccc2c(c1)C1C=CCC1C(C(=O)O)N2 (centres undefined) | u | -8% | 8.9µM* | u | -3% | u | u | 3.2µM*
COc1ccc2c(c1[N+](=O)[O-])CCC/C2=N/OC(=O)c1ccccc1SC | u | -11% | -7% | -26% | -3% | 2% | -10% | -7%
CCOC(=O)CSc1cc(-c2ccccc2)nc2ncnn12 | -17% | 0%[10 µM] | i | -8% | -8% | -2% | u | 4%
Cc1cc2nc(/C(C#N)=C/c3ccncc3)[nH]c2cc1C | u | 8% | i | u | 4% | -1% | 8% | 3%[11.4 µM]
Cc1cccc(CCN(C(=O)Cc2cccs2)C(C(=O)NC2CCCCC2)c2cccnc2)c1 (centres undefined) | 9% | -6% | -2% | 3% | 9% | 2% | 0% | -5%
Cc1cc(C)n(-c2ccc(C(=O)Nc3ccc(C)c(S(=O)(=O)N4CCOCC4)c3)cc2)n1 | 1% | 6%[10 µM] | -4% | -18% | 7% | 1% | -1% | -6%
O=C(CCn1nnc2ccccc2c1=O)N[C@@H](Cc1c[nH]c2ccccc12)C(=O)O | 5% | 4%[10 µM] | -5% | 9% | 6% | -5% | 8% | 1%
C/C=C(/C)C(=O)O[C@H]1[C@@H](O)c2c(ccc3ccc(=O)oc23)OC1(C)C | -3% | x | i | -4% | 0% | 1% | -1% | 2%
CCn1c(SCc2ccc(F)cc2Cl)nc(=O)c2c(C(=O)OC)cc(C3CC3)nc21 | u | x | x | -7% | -2% | -1% | -4% | x
COC(=O)c1cc(=O)n(Cc2ccco2)c(=Nc2ccc(F)c(Cl)c2)s1 | u | -16% | i | -16% | 14% | 0% | -2% | x
O=C(Oc1ccc(Cl)c2cccnc12)N1CCCCC1 | -6% | -27% | -6% | 2% | -2% | 1% | -1% | 9%
CCN1C(=O)CSC1=NC1C2CC3CC(C2)CC1C3 (centres undefined) | -6% | -13% | i | -7% | 4% | -4% | 2% | 20%
Cc1ccc(Cc2nc(-c3ccccn3)no2)cc1 | -10% | -40%[inhibitor] | -1% | -6% | -3% | -5% | 1% | -5%
CC(C)COCC1CC2(CC(C)(c3csc(N)n3)OC2=O)C(=O)O1 (centres undefined) | 5% | -8% | i | 1% | 0% | -2% | 11% | 3%
Cc1cccc(Nc2nc(N3CCN(C)CC3)nc(N)c2[N+](=O)[O-])c1 | -1% | -4%[10 µM] | 3% | -5% | 2% | -1% | 2% | u
O=Cc1ccc(Sc2ncccn2)o1 | 3% | -14% | -1% | 6% | 2% | -1% | 0% | 13%
COc1cccc(/C=N/NC(=O)c2cnccn2)c1O | u | 23%[10 µM] | -1% | 1% | -2% | -6% | 3% | u
COc1ccc(N2C(=O)[C@@H]3[C@H](C2=O)[C@H]2c4ccccc4C=CN2[C@@H]3C(=O)Nc2ccccc2)cc1 | u | -5% | -11% | u | 1% | 0% | -1% | x
Cc1noc(C)c1C(=O)NCc1ccccc1F | -3% | x | -2% | -4% | 5% | -3% | 0% | 4%
C=CCC1(CC=C)CCCN1C(=O)CC1C(=O)NCCN1Cc1ccc(OC)c(OC)c1 (centres undefined) | -7% | -6%[10 µM] | -2% | -3% | 5% | 2% | 3% | 7%
CCCn1c(SCC(=O)N2N=C3/C(=C/c4ccc(OC)cc4)CCCC3C2c2ccc(OC)cc2)n[nH]c1=O (centres undefined) | -16% | 13%[10 µM] | -16% | -14% | 4% | 0% | -3% | -8%
CCSc1ncc(Cl)c(C(=O)Nc2c(C(=O)Nc3ccccc3)oc3ccccc23)n1 | 9% | x | x | -4% | 0% | 6% | 2% | x
CCOC(=O)C1CCCN(CC(O)COc2ccc(OC)cc2C(C)(C)C)C1 (centres undefined) | -7% | -14% | -4% | 0% | 0% | -1% | 5% | -2%
COc1cccc(C2CC(c3c(Cl)cccc3Cl)n3nc(N)nc3N2)c1 (centres undefined) | u | -8%[10 µM] | -2% | -9% | 4% | 1% | 0% | 4%
COc1cc(/C=N/NC(=O)Cn2cnc3c2c(=O)n(C)c(=O)n3C)cc(OC)c1OC | -5% | -2%[10 µM] | 4% | -7% | 3% | -4% | -4% | 9%
CSCCC(NS(=O)(=O)c1ccc2c(c1)oc(=O)n2C)C(=O)NCc1ccccc1 (centres undefined) | -2% | -1%[10 µM] | -7% | 2%&-6% | -5%&2% | -4%&-1% | -3%&-9% | x
COC(=O)c1cc(OC)c(OC)cc1NC(=S)N1CCN(Cc2ccccc2)CC1 | -7% | 9%[10 µM] | 0% | -6% | 1% | -4% | 9% | -1%
CCC(=O)N1c2ccccc2CC1C(=O)N1CCN(c2cccc(Cl)c2)CC1 (centres undefined) | 0% | x | x | 9% | 2% | -2% | 3% | x
C/C(=C(\C#N)C(=O)NCc1ccccc1)N(C)C | 1% | -9% | i | -2% | -17% | 2% | 2% | x
Cc1ccc(NC(=O)c2cccnc2)cc1S(=O)(=O)N(C)C | -1% | -3%[10 µM] | i | 5% | 1% | -4% | 9% | -1%
O=C(NNC(=S)Nc1ccc(Br)cc1Cl)c1ccncc1 | u | 3%[10 µM] | -9% | -27% | -2% | -3% | 11% | -3%
CCCCNC(=O)NNC(=O)COc1cccc(C)c1C | -2% | -7%[10 µM] | -14% | 1% | 2% | 1% | -8% | 9%
CCOC(=O)CCNC(=O)N1CCCC(C(=O)c2ccc3c(c2)OCO3)C1 (centres undefined) | 4% | -7%[10 µM] | i | 2% | -4% | -1% | 3% | -4%
CCOC(=O)C(CC(=O)O)N1CCCCC1 (centres undefined) | -3% | -18% | -11% | 1% | 1% | -2% | -3% | 0%
Cc1ccccc1NC(=S)N(Cc1ccccc1)Cc1cccs1 | -5% | -25% | i | -2% | -1% | 0% | u | 6%
O=c1[nH]cnc2c1nc(Cl)n2C1OC(CO)C(O)C1O (centres undefined) | -3% | x | 6% | 4% | -6% | 0% | 3% | x
COc1ccc(CCNC(=O)c2ccccc2N(C)S(=O)(=O)c2ccccc2)cc1 | -1% | 9%[10 µM] | i | -2% | 4% | -1% | -2% | 2%
Cn1nc(C(=O)Nc2ccc(S(=O)(=O)N3CCCCC3)cc2)c2ccccc2c1=O | -4% | -6% | -4% | u | 2% | -1% | -1% | 9%
COc1ccc(OC)c(-c2csc(N(CC3CCCO3)C(=O)C3CCCCC3)n2)c1 (centres undefined) | -6% | -14%[10 µM] | -11% | -13% | -1% | 0% | 2% | -7%
CCc1ccccc1NC(=O)CN(c1cccc(OC)c1)S(C)(=O)=O | -15% | 2%[10 µM] | -6% | -15% | 4% | 3% | -9% | 6%

Grouped by structure: the compounds so far containing a nitro group on carbon.
SMILES | Tau ThT inhib | HTT ATP protect | RECQ1 inh | Tau fluor cs | TRb SRC2 PPI | TR SRC2 fluor cs | Tau FP inhib | L3MBTL1 block
COc1ccc2c(c1[N+](=O)[O-])CCC/C2=N/OC(=O)c1ccccc1SC | u | -11% | -7% | -26% | -3% | 2% | -10% | -7%
Cc1cccc(Nc2nc(N3CCN(C)CC3)nc(N)c2[N+](=O)[O-])c1 | -1% | -4%[10 µM] | 3% | -5% | 2% | -1% | 2% | u

Profiles, looked up by structure.
COc1ccc(OC)c(-c2csc(N(CC3CCCO3)C(=O)C3CCCCC3)n2)c1 (centres undefined) reads Tau ThT inhib: -6%; HTT ATP protect: -14%[10 µM]; RECQ1 inh: -11%; Tau fluor cs: -13%; TRb SRC2 PPI: -1%; TR SRC2 fluor cs: 0%; Tau FP inhib: 2%; L3MBTL1 block: -7%
CCC(=O)N1c2ccccc2CC1C(=O)N1CCN(c2cccc(Cl)c2)CC1 (centres undefined) reads Tau ThT inhib: 0%; HTT ATP protect: x; RECQ1 inh: x; Tau fluor cs: 9%; TRb SRC2 PPI: 2%; TR SRC2 fluor cs: -2%; Tau FP inhib: 3%; L3MBTL1 block: x

More entries follow.
SMILES | Tau ThT inhib | HTT ATP protect | RECQ1 inh | Tau fluor cs | TRb SRC2 PPI | TR SRC2 fluor cs | Tau FP inhib | L3MBTL1 block
C/C(=C\c1ccccc1)C(=O)Nc1nc2ccc([N+](=O)[O-])cc2s1 | u | 4%[10 µM] | -6% | -11% | -1% | 0% | 1% | 7%
COc1ccc(NC(=O)COC(=O)C2CCN(S(=O)(=O)c3cccs3)CC2)cc1 | -4% | -54%[inhibitor] | -6% | -19% | -2% | -10% | -10% | x
Cc1ccc(N=Nc2ccc(C)cc2NC(=O)Nc2ccccc2F)cc1 | 1.3µM* | 9%[10 µM] | i | u | 11% | -1% | -9% | -21%
COc1ccc(C(=O)Nc2ccc3oc(-c4cccc(Cl)c4)cc(=O)c3c2O)cc1 | 2% | 14%[10 µM] | i | -8% | 1% | -5% | -6% | x
Nc1ccc(Oc2ccc3nc(-c4ccccc4)c(-c4ccccc4)nc3c2)cc1 | -9% | -7% | -4% | 14µM*[quencher] | -13% | -1% | 11% | -1%
COc1ccc(N)c(OC)c1 | x | 1% | 9% | x | 2% | 1% | x | x
COc1ccccc1/C=C/C=N/NC(=O)c1ccc(=O)n(C)c1 | -5% | 19%[1.9 µM] | -12% | -2% | -8% | 1% | -4% | 9%
Cc1nn(-c2ccccc2)c(C)c1/C=N/NC(=O)c1cnccn1 | -10% | -13%[10 µM] | 9% | -8% | 2% | -2% | 4% | -2%
O=C1C(=O)N(Cc2ccc(Cl)c(Cl)c2)c2ccccc21 | 14µM* | -52%[inhibitor] | -1% | -27% | 0% | -1% | -4% | x
CCOc1cccc(OCCCOc2cccc3cccnc23)c1 | u | 1%[0.074 µM] | -2% | -2% | -9% | -1% | 4% | 7%
CCOC(=O)C1CCN(C(=O)c2cccc(Cl)c2)CC1 | -3% | 13% | 0% | -3% | 3% | -2% | -6% | x
COCCCNC(=O)Cn1nnc(-c2ccc(NC(=O)c3ccccc3OC)cc2)n1 | 1% | -7% | -2% | 2% | -18% | -2% | 9% | -4%
COc1cccc(-c2nn(C)c3sc(C(=O)NCCc4ccc(Cl)cc4)cc23)c1 | -9% | x | x | u | -5% | 0% | u | x
CCC1CN(C(=O)N2CCC(C(=O)NCc3cccs3)CC2)c2ccccc2O1 (centres undefined) | 2% | x | x | u | 2% | -2% | 4% | x
